AMA1 RON2 block = qHTS for Inhibitors of AMA1-RON; Towards Development of Antimalarial Drug Lead: Primary Screen. Plasmodium falciparum AMA1 (3D7) - RON2 peptide interaction. AlphaScreen AMA1-biotinylated RON2 peptide binding. Potency, µM (series often up to 58.2 µM), for inactives: at the highest dose activity change, negative = inhibition, actives largely listed as inhibitors. 360,000 tested, 0.2% active. AID 720542, 2013;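 note: potency is the fitted concentration of half-maximal effect; 0% = vehicle wells and -100% = peptide control; nearly all actives have a fitted effect of over 45% in size; some results filed as inactive show a strong effect at the top dose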
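AMA1 (3D7) with his tag at 25 nM final met compounds first, then biotinylated RON2 peptide at 25 nM; detection used donor plus acceptor beads, 10 µg/mL apiece, read by AlphaScreen after 30 min at room temperature.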
AmpC detergent = qHTS Inhibitors of AmpC Beta-Lactamase (assay with detergent); P00811; AmpC hydrolysis of nitrocefin, absorbance 480 nm, 0.01% Triton; Potency, µM (titrated, usually from 114 µM), without a hit: at the highest dose activity change, negative = inhibition, hits mostly inhibitors; 370,000 tested, 0.041% active; AID 485294, 2010;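 note: potency is the fitted concentration of half-maximal effect; 0% = no-compound wells and -100% = no-enzyme wells; nearly all actives have a fitted effect of over 25% in size; some results filed as inactive show a strong effect at the top dose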
Target sequence (P00811 whole entry, looked up): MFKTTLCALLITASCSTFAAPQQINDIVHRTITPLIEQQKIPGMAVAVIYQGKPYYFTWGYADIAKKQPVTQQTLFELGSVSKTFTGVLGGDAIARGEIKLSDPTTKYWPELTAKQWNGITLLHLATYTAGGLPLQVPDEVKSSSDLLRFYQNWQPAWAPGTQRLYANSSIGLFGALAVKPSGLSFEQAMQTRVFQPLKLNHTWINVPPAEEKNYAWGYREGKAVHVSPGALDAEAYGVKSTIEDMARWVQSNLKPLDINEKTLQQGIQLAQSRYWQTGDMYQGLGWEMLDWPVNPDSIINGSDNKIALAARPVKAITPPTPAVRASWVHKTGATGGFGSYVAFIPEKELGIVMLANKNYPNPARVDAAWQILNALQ
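20 mM phosphate pH 7.0 + 0.01% (detergent screen) or 0.0001% Triton X-100; 5.3 nM AmpC reagent; cpd preinc 15 min RT; nitrocefin (800 uM stock) to start; A480 q20 s × 4 min; Activity was normalised to no-enzyme and no-compound control wells.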
Tb PYK inh = qHTS of Trypanosoma Brucei Inhibitors; pyruvate kinase (Trypanosoma brucei), Q57TT1; TbPYK enzyme, Kinase-Glo Plus ATP luminescence, 45 min; Potency, µM (highest dose often 76.8 µM), for inactives: at the top dose activity, negative = inhibition, usual class: inhibitors; 410,000 tested, 0.12% active; note: potency is the fitted concentration of half-maximal effect; nearly all actives have a fitted effect of over 50% in size
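TbPYK + substrate in 50 mM TEA pH 7.2, 100 mM KCl, 10 mM MgCl2, 0.05% BSA, 0.01% Tween-20; cpd pinned; ADP 130 uM final; 45 min RT; Kinase-Glo Plus 10 min; luminescence endpoint.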
LmPK inh = qHTS Assay for Inhibitors of Leishmania Mexicana Pyruvate Kinase (LmPK); purified LmPK, Kinase-Glo ATP luminescence, 1 h; Potency, µM (highest dose often 57.5 µM), inactives show at the top dose activity change, negative = inhibition, actives largely listed as inhibitors; 290,000 tested, 0.37% active; note: potency is the fitted concentration of half-maximal effect
Target sequence (Q27686 whole entry, looked up): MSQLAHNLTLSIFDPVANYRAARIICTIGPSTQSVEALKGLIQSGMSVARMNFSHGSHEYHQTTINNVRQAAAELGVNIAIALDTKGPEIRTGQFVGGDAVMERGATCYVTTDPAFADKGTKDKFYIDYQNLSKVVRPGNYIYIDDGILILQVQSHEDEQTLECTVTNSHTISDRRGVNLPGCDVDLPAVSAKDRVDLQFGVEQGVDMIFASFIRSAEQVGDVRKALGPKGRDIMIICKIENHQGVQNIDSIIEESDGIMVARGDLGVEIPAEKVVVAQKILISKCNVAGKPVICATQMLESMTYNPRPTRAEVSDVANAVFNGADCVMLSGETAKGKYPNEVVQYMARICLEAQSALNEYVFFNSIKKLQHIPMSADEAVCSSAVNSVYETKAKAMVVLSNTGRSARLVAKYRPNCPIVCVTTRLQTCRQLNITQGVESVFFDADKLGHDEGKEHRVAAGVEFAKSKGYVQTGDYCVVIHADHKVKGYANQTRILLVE
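In 50 mM imidazole pH 7.2 with 7 mM MgCl2, LmPK (0.1 nM) turned over PEP (0.5 mM) and ADP (0.1 mM) for 1 h at room temperature. Luciferase read-out of ATP.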
HCV inhibitor = qHTS Assay for Inhibitors of Hepatitis C Virus (HCV); 340,000 tested, 3.4% active; AID 651820, 2012; Huh7.5.1 HCVcc-Cre infection, luciferase reporter, 44 h; Potency, µM (highest dose often 41.8 µM), inactives show at the highest dose activity change, negative = inhibition, hits mostly inhibitors; note: potency is the fitted concentration of half-maximal effect
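Infectious HCVcc-Cre (~0.5 moi) was added to cells just after compound, with cells seeded 4 h earlier at 1,000 per well. Luciferase activity after 44 h culture reported infection; substrate was incubated 15 min at room temperature before reading.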
HCMV antiviral = qHTS Assay for inhibitors of the human cytomegalovirus (HCMV). HFF cells, HCMV-luciferase reporter, 72 h; hits give low values. activity change, negative = inhibition, % at 57.5 µM. 410,000 tested, 4.5% active. AID 1259415, 2018; in the data active = activity change below about -60%; inconclusive = no clear call, values can overlap the other calls; inactive = above about -39%
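Cell-based, HFFs, 1000 cells/well, 16 h 37C; cpds in DMSO + HCMV-luc, MOI 1 PFU/cell; 72 h 37C; OneGlo luminescence after 5 min RT; norm. to buffer vs Salinomycin 10uM.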
AmpC no deterg = qHTS Inhibitors of AmpC Beta-Lactamase (assay without detergent); AmpC nitrocefin hydrolysis, absorbance 480 nm, 0.0001% Triton; Potency, µM (titrated, usually from 57.1 µM), without a hit: at the highest dose activity change, negative = inhibition, hits mostly inhibitors; 330,000 tested, 0.52% active; AID 485341, 2010;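 note: potency is the fitted concentration of half-maximal effect; plate controls were no compound for no effect and no enzyme for full effect; nearly all actives have a fitted effect of over 20% in size; some results filed as inactive show a strong effect at the top dose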
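20 mM phosphate pH 7.0 + 0.01% (detergent screen) or 0.0001% Triton X-100; 5.3 nM AmpC reagent; cpd preinc 15 min RT; nitrocefin (800 uM stock) to start; A480 q20 s × 4 min; Activity was normalised to no-enzyme and no-compound control wells.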
Numbers without * were called inactive; ? = inconclusive; . = no result given; & = joins results of further samples; ! = not confirmed by another sample; [ ] = another dose, or the depositor's remark. Unless noted, calls come from the whole dose curve; as a rule, active = well fitted curve in the direction sought with a large enough effect; inconclusive = small, poorly fitted or top-dose-only effect, or another doubt; inactive = no such curve, though single readings can be large; an effect the other way counts as inactive or inconclusive. Unless noted, % is set by controls: 0 for no effect and ±100 for the full control effect.

Keys – A = AMA1 RON2 block; B = AmpC detergent; C = Tb PYK inh; D = LmPK inh; E = HCV inhibitor; F = HCMV antiviral; G = AmpC no deterg
> C1CCC(NC2=NCCC2)CC1
  A = 5%	B = -9%	C = -8%	D = 0%	E = 24%	F = -3	G = -20%

> Cc1ccc(-n2ncc3c(NNC(=O)c4cccs4)ncnc32)cc1
  A = 109%[activator]	B = 7%	C = -14%	D = 11%	E = -11%	F = 26	G = -24%

> COC(=O)c1oc2c(c1C)C(=O)CCC2
  A = 12%	B = 6%	C = 1%	D = -5%	E = 5%	F = -31	G = -16%

> CC(C)CC(=O)NC(=S)NNC(=O)c1ccc(NC(=O)C2CCCCC2)cc1
  A = 45%[activator]	B = -11%	C = -7%	D = 3%	E = ?	F = ?	G = -35%

> CCc1ccc(/C=C/C(=O)c2ccc(N3CCOCC3)cc2)cc1
  A = -1%	B = -4%	C = 5%	D = 2%	E = ?	F = -21	G = 0%

> COc1cc(-c2nc(-c3ccccc3)c(-c3cccs3)[nH]2)cc(OC)c1O
  A = ?	B = -1%	C = -7%	D = 0%	E = 10µM*	F = -2	G = 28%

> Cc1cccc(NC(=O)C(NS(=O)(=O)c2ccc3c(c2)CCC(=O)N3)c2ccccc2)n1 (stereo not drawn)
  A = 14%	B = -6%	C = -2%	D = 4%	E = -3%	F = 1	G = 25µM*

> COc1ccc(NC(=O)Cn2nnc(C(=O)NCCc3ccccc3)c2N)cc1
  A = -1%	B = -8%&1%	C = 2%&-2%	D = 0%	E = -6%	F = -64*!	G = -38%

> CC1CCC2(CC1)NC(=O)N(CC(=O)NCc1cccs1)C2=O (stereo not drawn)
  A = 12%	B = -12%	C = -6%	D = -7%	E = 1%	F = 17	G = 1%

> Fc1ccc2cc(-c3ccccc3)ncc2c1
  A = 26%	B = .	C = 8%	D = .	E = ?	F = 10	G = -13%

> CCOC(=O)C1=C(C)NC(C)=C(C(=O)OCC)C1c1cc2ccc(C)cc2[nH]c1=O
  A = 21%	B = 0%	C = -2%	D = 5%	E = ?	F = 53	G = 80%[activator]

> COc1ccccc1OCC(O)CN1CCOCC1 (stereo not drawn)
  A = 2%	B = -11%	C = 0%	D = 1%	E = 28%	F = -100*	G = -10%

> COc1ccc(CCN2CC(C(=O)NCCc3ccc(F)cc3)CCC2=O)cc1 (stereo not drawn)
  A = -4%	B = -11%	C = 2%	D = -5%	E = 11%	F = 38	G = 72%[activator]

> COc1cccc(NC(=O)CN(C)C(C)C(=O)Nc2ccc(C(C)=O)cc2)c1 (stereo not drawn)
  A = 48%[activator]	B = 5%	C = -1%	D = 9%	E = -8%	F = 33	G = -10%

> CCCCCCn1nc(C(=O)N(CCCC)c2c(N)n(CCC)c(=O)[nH]c2=O)c2ccccc2c1=O
  A = 39%[activator]	B = .	C = 1%	D = .	E = -4%	F = -29	G = -16%

> COc1ccc(CNC(=O)N2CCN(S(=O)(=O)c3ccccc3)CC2)cc1
  A = 0%	B = -11%	C = 4%	D = 8%	E = 20%	F = -15	G = -4%

> CCCCCCOC(=O)c1ccccc1N
  A = 23%	B = 1%	C = 0%	D = 10%	E = 9%	F = -14	G = -18%

> CN1CCN(C(c2cccc(C(F)(F)F)c2)c2nnnn2Cc2ccccc2)CC1 (stereo not drawn)
  A = 1%	B = -18%	C = 6%	D = -1%	E = ?	F = -7	G = 69%[activator]

> CCN1CCN(CC(=O)Nc2cc3c(cc2C(C)=O)OCO3)CC1
  A = 5%	B = -14%	C = 17%	D = 4%	E = 12%	F = 50	G = -25%

> COc1ccc(CNC2CCCC2)c(OC)c1OC
  A = -8%	B = ?	C = -3%	D = 0%	E = 5%	F = 60	G = -6%

> CCC(=O)Nc1cc(-c2nn(C)c(=O)c3ccccc23)ccc1N1CCCCC1
  A = 48%[activator]	B = -4%	C = 2%	D = 1%	E = 4%	F = -34	G = 2%

> Cc1oc(-c2ccccc2)nc1CSc1nnc(C)n2c1cc1sccc12
  A = .	B = -5%	C = 0%	D = .	E = .	F = -15	G = .

> CC(=O)Nc1ccc(S(=O)(=O)NCC(=O)OCC(=O)c2cc(C)n(-c3ccc4c(c3)OCO4)c2C)cc1
  A = -21%	B = 7%	C = 5%	D = 2%	E = 7%	F = 12	G = ?

> O=C(Cn1c(-c2cccs2)cc2cc(Cl)ccc21)N1CCN(c2ccccc2)CC1
  A = .	B = 11%	C = 2%	D = .	E = .	F = 16	G = .

> Cn1c(N)c(C(=O)c2ccc(C#N)cc2)c(=O)n(C)c1=O
  A = -5%[2.32 µM]	B = 4%	C = -1%	D = 0%	E = 5%	F = -23	G = -16%

The closing two records of the part above lead into the next.
Keys – A = AMA1 RON2 block; B = AmpC detergent; C = Tb PYK inh; D = LmPK inh; E = HCV inhibitor; F = HCMV antiviral; G = AmpC no deterg
> O=C(Cn1c(-c2cccs2)cc2cc(Cl)ccc21)N1CCN(c2ccccc2)CC1
  A = .	B = 11%	C = 2%	D = .	E = .	F = 16	G = .

> Cn1c(N)c(C(=O)c2ccc(C#N)cc2)c(=O)n(C)c1=O
  A = -5%[2.32 µM]	B = 4%	C = -1%	D = 0%	E = 5%	F = -23	G = -16%

> Cc1cc(C)c(C(O)c2ncc(-c3cccc(F)c3)[nH]2)c(C)c1 (stereo not drawn)
  A = 2%	B = .	C = 0%	D = .	E = .	F = 5	G = .

> Cc1ccn2cc(-c3ccc(S(=O)(=O)N4CCOCC4)cc3)nc2c1
  A = .	B = -1%	C = .	D = 0%	E = .	F = .	G = 21%

> COCC(=O)NCCSc1c(C)[nH]c2ccccc12
  A = 8%	B = ?	C = 1%	D = 0%	E = 18%	F = -4	G = -7%

> CCCCn1c(N)c(N(CCOC)C(=O)C2CC(=O)N(c3ccc(CC)cc3)C2)c(=O)[nH]c1=O (stereo not drawn)
  A = 0%	B = -1%	C = 0%	D = .	E = -4%	F = 0	G = -6%

> Cc1cc([N+](=O)[O-])nn1CC(=O)NCCCN1CCOCC1
  A = -1%	B = -12%	C = -6%	D = 5%	E = 12%	F = -7	G = -7%

> Cc1nn(-c2ccc(N3CCOCC3)nn2)c(C)c1CCC(=O)NCc1ccc(OC(C)C)cc1
  A = .	B = 9%	C = 5%	D = .	E = .	F = -4	G = .

> O=C(NCCc1cn2ccccc2n1)c1cc(COc2c(F)cccc2F)on1
  A = -12%	B = -12%	C = 3%	D = 2%	E = 2%	F = ?	G = -31%

> O=C(NCC(c1ccco1)N1CCc2ccccc21)C(=O)Nc1ccc(F)cc1F (stereo not drawn)
  A = -26%	B = -7%	C = -6%	D = .	E = ?	F = -7	G = -22%

> COc1ccccc1CNC(=O)c1[nH]c(C)c(C(C)=O)c1C
  A = -2%	B = 3%	C = 1%	D = 2%	E = -28%	F = 34	G = -6%

> CC(C)(C)c1ccc(/C=C/C(=O)Nc2ccc(S(N)(=O)=O)cc2)cc1
  A = .	B = -5%	C = -3%	D = .	E = .	F = ?	G = .

> Cc1cccc(/C=C2\Oc3cc(OS(C)(=O)=O)ccc3C2=O)c1
  A = 0%[11.6 µM]	B = ?	C = 3%	D = 0%	E = ?	F = 32	G = 16%

> COC(=O)C1=C(C)N(C)C(=S)NC1c1ccc(OC)cc1OC (stereo not drawn)
  A = -6%	B = 5%	C = -2%	D = 1%	E = -5%	F = 50	G = -15%

> Cc1c(NC(=O)CSc2ccccc2C(=O)Nc2cccnc2)c(=O)n(-c2ccccc2)n1C
  A = 18%	B = 1%	C = 1%	D = 2%	E = 6%	F = 9	G = -11%

> O=C(CN1CCc2ccccc2C1)Nc1ccc(OC(F)(F)F)cc1
  A = 5%	B = -3%	C = -12%	D = 1%	E = 8%	F = 47	G = -3%

> Cc1cc(C(=O)NNC(=S)NCC2CCCO2)cs1 (stereo not drawn)
  A = 90%[activator]	B = -14%	C = -5%	D = -1%	E = 26%	F = -5	G = -15%

> Brc1ccccc1OCCCCN1CCCCC1
  A = 1%	B = -12%	C = 3%	D = -1%	E = -12%	F = -11	G = -5%

> CCCC(C)c1nnc(NC(=O)C2CCCO2)s1 (stereo not drawn)
  A = 6%	B = -14%	C = -10%	D = 0%	E = 2%	F = -29	G = -1%

> O=C(Nc1cccc2nsnc12)c1cccnc1Cl
  A = 9%	B = -14%	C = 0%	D = -2%	E = 0%	F = -11	G = -16%

> Cc1ccc(S(=O)(=O)c2c(N)n(C)c3nc4ccccc4nc23)cc1
  A = 17%	B = ?	C = -3%	D = 2%	E = -15%	F = 39	G = -21%

> CCOc1ccc(NC(=O)COC(=O)c2ccc3ncsc3c2)cc1OCC
  A = -7%	B = ?	C = -5%	D = .	E = 13%	F = 2	G = 22%

> CCc1ccc(C(C)NC(=O)Cc2ccc(F)cc2)cc1 (stereo not drawn)
  A = 11%	B = -2%	C = 0%	D = -4%	E = -2%	F = -31	G = -1%[2.29 µM]

> O=C(O)CCCC(=O)N1N=C(c2ccccc2)CC1c1cccs1 (stereo not drawn)
  A = -14%	B = 8%	C = -1%	D = 12%	E = 10%	F = -33	G = -25%

> COc1ccc(Cl)cc1NC(=O)COC(=O)CCCC1=NS(=O)(=O)c2ccccc2N1
  A = -12%	B = -1%	C = 1%	D = 8%	E = ?	F = 17	G = -32%

> CC(CCc1ccccc1)NC(=O)Cn1cccc1C(=O)c1ccccc1 (stereo not drawn)
  A = -7%	B = 2%	C = -6%	D = 11%	E = 3%	F = ?	G = 16%

> O=S(=O)(NCCc1ccccc1)c1cnc(Cl)c(Br)c1
  A = 3%	B = 3%	C = -5%	D = 0%	E = -5%	F = ?	G = -18%

Compound profiles (already shown).
Cc1c(NC(=O)CSc2ccccc2C(=O)Nc2cccnc2)c(=O)n(-c2ccccc2)n1C as listed: AMA1 RON2 block = 18%; AmpC detergent = 1%; Tb PYK inh = 1%; LmPK inh = 2%; HCV inhibitor = 6%; HCMV antiviral = 9; AmpC no deterg = -11%
Cc1nn(-c2ccc(N3CCOCC3)nn2)c(C)c1CCC(=O)NCc1ccc(OC(C)C)cc1 as listed: AMA1 RON2 block = .; AmpC detergent = 9%; Tb PYK inh = 5%; LmPK inh = .; HCV inhibitor = .; HCMV antiviral = -4; AmpC no deterg = .

Compound activity deposited in PubChem BioAssay by National Center for Advancing Translational Sciences (NCATS).
